Source: PubChem (several laboratories)
NR1D1 modulator – modulators of human Rev-erb alpha DNA binding | 370,000 compounds, 0.79% hits | Rev-erbα–FITC-DNA binding, fluorescence polarization, 90 min | P20393 | activity, % at 10 µM;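 active = activity above about 14%, limit read from the data; passing the limit was not always enough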;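 note: 0% = DMSO wells with 35 nM protein and 100% = DMSO wells with 750 nM protein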
ARFGAP1 inh – inhibits rat ARF GTPase activating protein 1; Arfgap1-stimulated ARF1 GTP hydrolysis, GDP FP detection; inhibition, % at 16.5 µM; 360,000 compounds, 0.26% hits; AID 651572;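 active = inhibition above a per-plate limit, mean inhibition of low control wells plus 3 SD, cut at about 25% in these data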;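 note: 0% = DMSO wells with enzyme and 100% = wells lacking Arfgap1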
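Material: rat Arfgap1 catalytic domain, aa 1-136; also added: human ARF1(Δ1-17)-GTP substrate; compound dosing: one concentration, 16.5 µM, DMSO 1.26%; incubation: GTP hydrolysis reaction 2 h at 25 °C; measured by: Tracer-displacement fluorescence polarization with EDTA stop, 620/688 nm; evaluation: % inhibition from polarization; repeats: one replicate per compound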
ABHD4 inh – inhibits mouse alpha/beta hydrolase domain 4; purified mABHD4, FP-Rh probe fluorescence polarization; inhibition, % at 8.92 µM; 370,000 compounds, 0.54% hits; AID 720543;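 active = inhibition exceeding the mean over every tested compound plus 3 SD, cut at about 30% in these data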;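 note: 0% = plate median of compound wells and 100% = S159A mutant with DMSO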
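system = mouse ABHD4 enzyme, wild type | medium = HEPES pH 7.0, NaCl, Pluronic buffer | also added = FP-Rh probe | incubation = Enzyme–compound pre-incubation 45 min, then probe 60 min, both 25 °C | technique = fluorescence polarization, excitation 525 nm, emission 598 nm, BODIPY TMR filters | controls = S159A mutant high control, sample median low control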
ASAP1 inh – blocks human ASAP1-stimulated Arf1 GTP hydrolysis | Q9ULH1 | GDP FP detection | inhibition, % at 16.5 µM | 360,000 compounds, 0.19% hits | AID 624377; in the data active = inhibition above about 25%;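 note: 0% = vehicle with enzyme and substrate and 100% = no enzyme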
NPR2 activator – GC-B (human) receptor activation | AID 1920062 | P20594 | HEK293-GC-B cells, CNP EC30, cGMP TR-FRET; 0% at EC30 CNP, 100% saturating CNP | activation, % at 10 µM | 370,000 compounds, 0.11% hits;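 active = activation at 10 µM reaching about 35% in either raw or pattern-adjusted values, limit read from the data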
Target sequence (P20594 whole entry, looked up): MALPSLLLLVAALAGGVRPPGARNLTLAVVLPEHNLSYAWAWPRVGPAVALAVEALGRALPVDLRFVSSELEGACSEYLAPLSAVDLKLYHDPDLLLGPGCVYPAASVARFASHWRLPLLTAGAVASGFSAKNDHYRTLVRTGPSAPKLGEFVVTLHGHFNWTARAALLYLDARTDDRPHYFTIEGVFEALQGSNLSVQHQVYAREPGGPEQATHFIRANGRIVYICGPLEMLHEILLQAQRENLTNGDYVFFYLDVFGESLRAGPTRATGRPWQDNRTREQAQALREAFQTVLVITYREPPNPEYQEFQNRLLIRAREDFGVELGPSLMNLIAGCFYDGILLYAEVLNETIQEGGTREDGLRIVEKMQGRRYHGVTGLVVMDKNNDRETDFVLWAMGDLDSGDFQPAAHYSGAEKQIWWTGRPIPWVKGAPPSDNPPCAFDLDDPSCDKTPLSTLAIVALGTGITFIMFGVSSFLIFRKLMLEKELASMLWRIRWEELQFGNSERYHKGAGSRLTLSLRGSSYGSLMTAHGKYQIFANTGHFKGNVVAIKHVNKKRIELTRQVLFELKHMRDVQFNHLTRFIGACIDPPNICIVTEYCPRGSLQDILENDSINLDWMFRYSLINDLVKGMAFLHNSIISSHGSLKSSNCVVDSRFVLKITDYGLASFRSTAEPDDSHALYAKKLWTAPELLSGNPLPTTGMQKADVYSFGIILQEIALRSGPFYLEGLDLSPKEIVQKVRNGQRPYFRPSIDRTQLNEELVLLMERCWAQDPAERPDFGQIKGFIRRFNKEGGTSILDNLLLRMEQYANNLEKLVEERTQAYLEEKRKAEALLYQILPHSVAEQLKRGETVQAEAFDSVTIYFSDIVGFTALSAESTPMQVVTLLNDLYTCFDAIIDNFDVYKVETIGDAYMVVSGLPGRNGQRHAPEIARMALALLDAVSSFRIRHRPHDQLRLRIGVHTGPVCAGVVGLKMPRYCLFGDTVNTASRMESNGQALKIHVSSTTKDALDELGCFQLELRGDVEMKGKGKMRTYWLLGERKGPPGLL
HTRA1 inh – HTRA1 (human) protease inhibition. Q92743. recombinant HTRA1, FP-rhodamine activity-based probe, fluorescence polarization. inhibition, % at 5.96 µM. 340,000 compounds, 0.5% hits. AID 504803; in the data active = inhibition above about 36%;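 note: 0% = enzyme with DMSO and 100% = wells lacking enzyme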
rCAG binder – binds r(CAG) RNA repeats; r(CAG) RNA repeat, TO-PRO-1 dye displacement fluorescence; 370,000 compounds, 1.3% hits; inhibition, % at 3 µM;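 active = inhibition above the plate cutoff, the mean of all test compounds on that plate plus 3 SD, cut at about 35% in these data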;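 note: 0% = DMSO alone and 100% = 100 µM mitoxantrone as full dye displacement; higher means more dye released from RNA so lower well fluorescence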
PG9 Ab binder – PG9 antibody binding by small molecule; 360,000 compounds, 0.43% hits; TR-FRET gp120-PG9 antibody binding; inhibition, % at 6.7 µM; in the data active = inhibition above about 8.5%
SMARCA2 act – increases SMARCA2 function in MMTV reporter cells | activation, % at 9.1 µM | MG213 cells, MMTV-luciferase reporter, dexamethasone, overnight | 370,000 compounds, 1% hits; in the data active = activation above about 7.8%;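 note: 0% = vehicle wells and 100% = reference activator wells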
GC-A act – GC-A (human) enzyme activation; HEK293 GC-A cells, cGMP TR-FRET, EC30 ANP; 0% at EC30 ANP, 100% saturating ANP; P16066; AID 1671463; 370,000 compounds, 0.14% hits; activation, % at 10 µM; in the data active = activation above about 40%
* hit, by the source's call; nt = no result given. Rows were taken by chance; about 4.4% have a hit in one of these screens.

nr | SMILES | NR1D1 modulator | ARFGAP1 inh | ABHD4 inh | ASAP1 inh | NPR2 activator | HTRA1 inh | rCAG binder | PG9 Ab binder | SMARCA2 act | GC-A act
1 | OCCNc1nc(Nc2ccccc2)nc(Nc2ccccc2)n1 | 1 | -10 | -14 | -4 | -1 | -19 | 1 | -1.5 | 0 | 0
2 | CC1(C)Oc2ccc3ccc(=O)oc3c2/C(=C/Nc2ccccc2)C1=O | 6 | 10 | -5 | -1 | 5 | 1 | 1 | -1.5 | 3 | -1
3 | COc1ccc(-c2oc3cc(O)c(OC)c(O)c3c(=O)c2OC)cc1 | 8 | -5 | -8 | 17 | -10 | -2 | 19 | 0.4 | 3 | -1
4 | Cc1cccc(NC(=O)CSc2ccc3nnc(-c4cccnc4)n3n2)c1 | -1 | 10 | 2 | -8 | -5 | -4 | 2 | -1.6 | 7 | -3
5 | CSc1ncccc1C(=O)Nc1ccc(F)c(F)c1F | 1 | -6 | -6 | -6 | 2 | -7 | -1 | -1.2 | -1 | 1
6 | COc1ccc(CCNC(=O)CSc2nnc(Cc3cccn3C)n2C)cc1OC | 0 | 7 | 1 | -2 | -4 | 2 | -5 | -0.1 | -3 | 4
7 | CCOC(=O)C1CCN(C(=O)c2c(-c3c(F)cccc3Cl)noc2C)CC1 | 2 | 7 | -15 | 4 | 0 | 5 | -5 | 4.1 | -3 | -2
8 | CCOC(=O)c1ccccc1NC(=S)N1CCC(C)CC1 | -6 | 1 | -11 | -6 | -1 | -2 | -4 | 0.3 | -2 | 1
9 | Cn1cnnc1SCC(=O)NN(c1ccccc1)c1ccccc1 | 0 | 3 | -4 | 1 | -3 | 1 | -4 | -0.7 | -1 | 6
10 | CNC(=O)/C(C#N)=C/c1cc(C)n(-c2ccc(N3CCOCC3)cc2)c1C | 0 | -13 | 1 | 3 | -2 | -5 | 0 | -0.6 | -3 | 6
11 | COc1cccc(-n2cc(C(=O)NCCCOC(C)C)c3ccccc3c2=O)c1 | -5 | -15 | -7 | -5 | 4 | 5 | -7 | 0.3 | 0 | 1
12 | Nn1c(SCc2c(F)cccc2F)nnc1-c1ccccn1 | -3 | 1 | 1 | 9 | 2 | 9 | 1 | -0.8 | 2 | 0
13 | O=C(CC(=O)N/N=C\c1c(Cl)cccc1Cl)NCc1ccccc1 | -2 | 3 | -2 | 0 | -2 | -12 | -3 | -0.5 | 1 | -6
14 | CC1CCCN(CC(=O)N2c3ccccc3Sc3ccccc32)C1 (configuration not stated) | -3 | 0 | 1 | 18 | -12 | -8 | -8 | -1.4 | -2 | -36
15 | CC(C)Nc1nnc(SCC(=O)Nc2ccc3c(c2)C(=O)c2ccccc2C3=O)s1 | 2 | 4 | 20 | 16 | 6 | 21 | 16 | -1.1 | 4 | 6

Later entries
nr | SMILES | NR1D1 modulator | ARFGAP1 inh | ABHD4 inh | ASAP1 inh | NPR2 activator | HTRA1 inh | rCAG binder | PG9 Ab binder | SMARCA2 act | GC-A act
16 | Cn1c(SCC(=O)Nc2ccccc2F)nnc1-c1cccs1 | -7 | -7 | -10 | -3 | 10 | 5 | 0 | 1.5 | -1 | 2
17 | O=P(c1ccccc1)(c1ccccc1)C(O)c1ccncc1 (configuration not stated) | -6 | 6 | 10 | 4 | -22 | 4 | -2 | 0.7 | -2 | -26
18 | O=C(CC12CC3CC(CC(C3)C1)C2)Nc1cccc2ncccc12 | -1 | -1 | -1 | 6 | 5 | 4 | 5 | -1.4 | 2 | -2
19 | CCCCNC(=O)O[C@H]1C[C@@H]2CCN3C(=O)CCC(C)(C)[C@H](C1)[C@H]23 | 3 | 1 | 0 | -5 | -2 | -4 | -10 | -2.2 | 0 | 1
20 | N/C(Cc1ccc([N+](=O)[O-])cc1)=N\OC(=O)c1ccc([N+](=O)[O-])cc1 | -2 | 14 | -3 | 4 | -1 | 4 | 6 | -0.3 | 1 | -1
21 | Cc1cccc(NC(=O)CSc2nc3ccccc3nc2N2CCCC2)c1C | 10 | 9 | 5 | 6 | 0 | -6 | 4 | -1.1 | 1 | 7
22 | CN(C)C(=S)NC(C)(C)C | 5 | -9 | -4 | -8 | -3 | 5 | -1 | -3.0 | -2 | 3
23 | O=C(CCCSc1nc2ccccc2[nH]1)NCc1ccccc1Cl | -5 | 2 | -4 | -4 | 1 | -6 | -2 | -2.9 | -4 | 2
24 | COc1ccccc1C(CNC(=O)C(C)Oc1ccc(Br)cc1)N1CCCC1 (configuration not stated) | -3 | 8 | -14 | 0 | -10 | 1 | -6 | -1.2 | -1 | -9
25 | COc1ccccc1/C=C/C=N/n1c(COc2ccccc2)n[nH]c1=S | 7 | 3 | -8 | -16 | -7 | -13 | 30 | 0.8 | -1 | -2
26 | COc1cc2c(C(=O)OCCN(C)C)c(CSc3ccccc3)n(C)c2cc1Br | 1 | -8 | -2 | 5 | -19 | -7 | 2 | -2.8 | 0 | -38
27 | Cc1ccccc1C1C(=O)c2ccccc2C1=O | 8 | 10 | 0 | 0 | 4 | 4 | 7 | -2.2 | -1 | 3
28 | COCCCNC(=O)C[C@@H]1C[C@@]2(C(=O)OC)CCCCC=C2N(Cc2ccco2)C1=O | -1 | 3 | 7 | 1 | -5 | nt | 3 | 1.0 | -2 | 0
29 | CC(C)CCNC(=O)CCn1nc(-c2ccccc2)ccc1=O | -6 | -5 | -7 | -5 | -9 | 2 | -6 | -0.4 | 0 | -3
30 | Nc1cc(N)nc(SCC(=O)Nc2cc(S(=O)(=O)N3CCOCC3)ccc2Cl)n1 | -2 | -1 | -5 | 11 | 6 | 6 | 3 | -0.5 | 1 | -4

The list continues:
nr | SMILES | NR1D1 modulator | ARFGAP1 inh | ABHD4 inh | ASAP1 inh | NPR2 activator | HTRA1 inh | rCAG binder | PG9 Ab binder | SMARCA2 act | GC-A act
31 | Nc1c(-c2n[nH]c(=S)n2-c2ccc(Cl)cc2Cl)cnn1-c1ccccc1 | -7 | -5 | -2 | -3 | -2 | 3 | 6 | -2.2 | 2 | 0
32 | Cc1ccccc1-c1ccc2c(c1)[C@@H]1C[C@H]3[C@@H](CN1CC2)[C@H](C)OC(c1ccccc1)N3C (some centres not stated) | 1 | -3 | 1 | 0 | 6 | nt | 6 | -0.7 | -2 | -4
33 | COC(=O)c1c(C(=O)OC)c2n(c1C)Cc1ccccc1C2 | 2 | -8 | -4 | 1 | 4 | 4 | -4 | 0.4 | 2 | 2
34 | CCC(=O)N1CCc2cc(S(=O)(=O)NCCC(=O)N3CCc4ccccc4C3)ccc21 | -3 | 16 | 3 | 2 | 0 | 1 | -3 | -0.8 | -2 | 1
35 | Cc1ccc(-c2csc3ncnc(NCCN4CCOCC4)c23)cc1 | -4 | -11 | -8 | 11 | -11 | 2 | -2 | 4.3 | -4 | -5
36 | Cc1noc(C)c1S(=O)(=O)Nc1ccc2c(c1)C(=O)N([C@@H](C)CO)C[C@H](C)[C@@H](CN(C)Cc1ccc(C(F)(F)F)cc1)OCCCC[C@H](C)O2 | -5 | -7 | -16 | 15 | 1 | -9 | 5 | -1.2 | 0 | -2
37 | Cc1ccc(Sc2ncccc2O)cc1 | 3 | -5 | 2 | -10 | -11 | 4 | -1 | -1.9 | -3 | 1
38 | CN1CCN(CC(=O)Nc2c(C(=O)C3CC3)oc3ccccc23)CC1 | 2 | 8 | 1 | -18 | -3 | -4 | -3 | 0.6 | -2 | 6
39 | Cc1ccc(C(=O)NCc2cccnc2)cc1S(=O)(=O)N1CCCCCC1 | -3 | 6 | 1 | 5 | -1 | 0 | -3 | -1.6 | 0 | 1
40 | Cc1sc2c(c1C)CN(CCN1CCOCC1)CN2C(=O)c1ccccc1 | 0 | 10 | 4 | -1 | -2 | 3 | -3 | -2.6 | 1 | 1
41 | C/C(Cl)=C/Cn1c(NCCN(C)C)nc2c1c(=O)n(C)c(=O)n2C | -2 | 7 | 2 | 6 | 0 | -1 | 1 | 0.2 | 7 | 0
42 | C(=C\c1ccccc1)/CN1CCN(C(c2cccs2)c2nnnn2-c2ccc3c(c2)OCCO3)CC1 (configuration not stated) | 1 | 13 | -4 | 18 | -6 | nt | 1 | -0.5 | -2 | -3
43 | CCCCn1c(N)c(N(CCOC)C(=O)c2ccc(-c3ccc(C(C)=O)cc3)o2)c(=O)[nH]c1=O | -1 | 6 | 7 | 6 | -1 | 6 | 1 | -0.8 | 1 | 1
44 | COC(=O)Cn1c2ccccc2c2nc(C)sc21 | -3 | -2 | 8 | 5 | 3 | 2 | 0 | -0.1 | 1 | 5
45 | Cc1cccc(C(=O)NCc2ccco2)c1 | 1 | -7 | 4 | 11 | 0 | -2 | 4 | -0.1 | -1 | -2

Quoted from the results shown for reference:
nr | SMILES | NR1D1 modulator | ARFGAP1 inh | ABHD4 inh | ASAP1 inh | NPR2 activator | HTRA1 inh | rCAG binder | PG9 Ab binder | SMARCA2 act | GC-A act
1 | OCCNc1nc(Nc2ccccc2)nc(Nc2ccccc2)n1 | 1 | -10 | -14 | -4 | -1 | -19 | 1 | -1.5 | 0 | 0
2 | CC1(C)Oc2ccc3ccc(=O)oc3c2/C(=C/Nc2ccccc2)C1=O | 6 | 10 | -5 | -1 | 5 | 1 | 1 | -1.5 | 3 | -1
3 | COc1ccc(-c2oc3cc(O)c(OC)c(O)c3c(=O)c2OC)cc1 | 8 | -5 | -8 | 17 | -10 | -2 | 19 | 0.4 | 3 | -1
4 | Cc1cccc(NC(=O)CSc2ccc3nnc(-c4cccnc4)n3n2)c1 | -1 | 10 | 2 | -8 | -5 | -4 | 2 | -1.6 | 7 | -3
5 | CSc1ncccc1C(=O)Nc1ccc(F)c(F)c1F | 1 | -6 | -6 | -6 | 2 | -7 | -1 | -1.2 | -1 | 1
6 | COc1ccc(CCNC(=O)CSc2nnc(Cc3cccn3C)n2C)cc1OC | 0 | 7 | 1 | -2 | -4 | 2 | -5 | -0.1 | -3 | 4
7 | CCOC(=O)C1CCN(C(=O)c2c(-c3c(F)cccc3Cl)noc2C)CC1 | 2 | 7 | -15 | 4 | 0 | 5 | -5 | 4.1 | -3 | -2
8 | CCOC(=O)c1ccccc1NC(=S)N1CCC(C)CC1 | -6 | 1 | -11 | -6 | -1 | -2 | -4 | 0.3 | -2 | 1

Further compounds
nr | SMILES | NR1D1 modulator | ARFGAP1 inh | ABHD4 inh | ASAP1 inh | NPR2 activator | HTRA1 inh | rCAG binder | PG9 Ab binder | SMARCA2 act | GC-A act
46 | CNS(=O)(=O)c1cccc(C(=O)OCC(=O)c2c(N)n(Cc3ccccc3)c(=O)n(C)c2=O)c1 | -2 | 6 | -5 | 3 | 2 | -10 | 6 | -0.1 | -1 | 11
47 | CC1(C(=O)Nc2ccc3c(c2)OCO3)CCN1C(=O)CCC1CCCC1 (configuration not stated) | -4 | -4 | -7 | 2 | -1 | nt | 1 | -1.4 | 3 | 0
48 | Cc1nc2ncnn2c(C)c1CCC(=O)NC(C)CCc1ccco1 (configuration not stated) | -4 | 10 | 1 | 0 | 4 | 12 | 2 | 1.0 | -1 | 6
49 | CC(=O)Nc1ccc2c(c1)OCCOCCOc1cc(NC(C)=O)ccc1OCCOCCOCCO2 | 6 | 1 | -5 | 10 | -3 | nt | -3 | -2.5 | 6 | 1
50 | CC1=C(C(=O)OCC2CCCO2)C(c2ccncc2)C2=C(CC(C)(C)CC2=O)N1 (configuration not stated) | -6 | -4 | 1 | 10 | -2 | -4 | -4 | -1.0 | -3 | 1
